# NSD2 inh: blocks human histone methyltransferase NSD2; inhibition, % at 12.5 µM; 0.54% of 310,000 active; NSD2 peptide methylation, AlphaScreen, 120 min; in the data active = inhibition above about 50%
# Target sequence (O96028 whole entry, looked up): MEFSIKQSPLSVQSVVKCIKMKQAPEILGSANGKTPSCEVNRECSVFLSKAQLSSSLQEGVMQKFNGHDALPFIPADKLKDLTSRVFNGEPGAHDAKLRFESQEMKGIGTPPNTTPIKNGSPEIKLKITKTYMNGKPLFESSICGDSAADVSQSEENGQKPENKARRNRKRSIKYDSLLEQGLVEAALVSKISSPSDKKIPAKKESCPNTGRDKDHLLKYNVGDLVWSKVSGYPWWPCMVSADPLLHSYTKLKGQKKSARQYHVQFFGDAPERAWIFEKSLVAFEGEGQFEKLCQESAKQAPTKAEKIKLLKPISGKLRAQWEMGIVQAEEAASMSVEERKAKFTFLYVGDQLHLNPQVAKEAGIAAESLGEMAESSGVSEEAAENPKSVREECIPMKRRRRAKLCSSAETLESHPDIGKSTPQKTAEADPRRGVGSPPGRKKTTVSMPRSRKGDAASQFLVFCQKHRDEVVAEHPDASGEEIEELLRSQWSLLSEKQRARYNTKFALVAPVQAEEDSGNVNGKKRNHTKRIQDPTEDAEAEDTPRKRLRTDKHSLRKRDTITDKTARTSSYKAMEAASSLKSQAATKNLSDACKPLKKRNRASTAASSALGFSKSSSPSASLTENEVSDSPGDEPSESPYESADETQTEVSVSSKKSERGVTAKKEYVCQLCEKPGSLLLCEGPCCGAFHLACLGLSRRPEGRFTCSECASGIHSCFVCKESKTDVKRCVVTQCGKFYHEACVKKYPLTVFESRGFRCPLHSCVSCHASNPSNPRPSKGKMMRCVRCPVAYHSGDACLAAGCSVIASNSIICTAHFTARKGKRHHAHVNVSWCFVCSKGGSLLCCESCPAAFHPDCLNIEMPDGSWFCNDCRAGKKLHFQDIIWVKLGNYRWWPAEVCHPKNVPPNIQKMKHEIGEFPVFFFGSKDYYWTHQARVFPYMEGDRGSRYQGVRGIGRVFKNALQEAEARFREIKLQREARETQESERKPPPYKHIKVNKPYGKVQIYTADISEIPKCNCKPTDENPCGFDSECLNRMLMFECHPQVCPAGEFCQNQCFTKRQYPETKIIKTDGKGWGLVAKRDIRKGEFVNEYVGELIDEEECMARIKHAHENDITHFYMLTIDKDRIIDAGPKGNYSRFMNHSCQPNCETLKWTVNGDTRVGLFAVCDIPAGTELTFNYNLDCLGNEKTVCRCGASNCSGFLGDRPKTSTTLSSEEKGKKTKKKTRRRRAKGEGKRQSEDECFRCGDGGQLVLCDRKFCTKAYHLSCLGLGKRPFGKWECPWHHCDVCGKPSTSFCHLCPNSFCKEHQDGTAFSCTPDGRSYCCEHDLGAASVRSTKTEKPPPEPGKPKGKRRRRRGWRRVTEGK
# Starred values were filed as active, the others as inactive. This is a subset, so the mix of outcomes need not match the whole.
no.	Molecule	NSD2 inh
1	O=C(O)c1ccc(CN2C[C@@H](CO)O[C@@H](n3cnc4c(Nc5ccccc5)ncnc43)C2)cc1	-1.8
2	CNc1cc(-c2cccc(C(=O)N3CCOCC3)c2)ncn1	-1.9
3	CC(=O)C1=CCC(c2ccccc2)N(Cc2ccccc2)C1 (stereo unspecified)	0.9
4	O=C(C(=O)N1CCC(CNS(=O)(=O)c2ccc(F)c(F)c2)CC1)c1cc2ccccc2o1	-0.3
5	CSc1ccc(C(O)c2ncc(-c3ccc(F)cc3)[nH]2)cc1 (stereo unspecified)	2.0
6	CN(C)Cc1csc(NC(=O)Nc2cccc(C(F)(F)F)c2)n1	1.8
7	COc1cccc(C(C)(O)c2nc(-c3cc4ccccc4o3)cs2)c1 (stereo unspecified)	-2.0
8	C=C(C)Cn1c2ccc(NC(=O)NCc3ccccc3)cc2c(=O)n1C	-6.8
9	CC1(C(=O)NS(=O)(=O)c2ccccc2Cl)CCN1C(=O)COc1ccc(Cl)cc1 (stereo unspecified)	-0.3
10	COc1ccc(NC(=S)Nc2ccc3c(c2)c(=O)n(C)n3-c2ccccc2)cc1	-1.1
11	CC(C)CSc1nnc(-c2cccnc2)n1Cc1ccccc1	-2.3
12	COc1ncccc1-c1ccc2nncn2c1	-2.8
13	O=C(NCc1ccccc1)c1cc(C2CCCN(C(=O)CCc3ccccc3)C2)on1 (stereo unspecified)	0.4
14	Cn1c(=O)c2cc(NC(=S)NCc3ccccc3F)ccc2n1Cc1ccc(F)cc1	-1.4
15	c1ccc(Oc2ccc(-c3cc(NCCc4cccnc4)n4nccc4n3)cc2)cc1	-1.6
16	Cc1cc(C)nc(NS(=O)(=O)c2ccc(NC(=O)CN3C(=O)c4ccccc4C3=O)cc2)n1	0.4
17	CNc1cncc(-c2cccc(C(=O)N3CCOCC3)c2)n1	0.0
18	c1cncc(CSc2nnc(-c3cccnc3)n2Cc2ccco2)c1	0.2
19	Cc1nc(C(F)(F)F)ccc1C(=O)N1CCC1(C)C(=O)NS(=O)(=O)c1ccc(Cl)cc1 (stereo unspecified)	-2.0
20	COc1ccc(C2=Nc3ccccc3N(C(=O)c3cccnc3)C2C(=O)NC2CCCC2)cc1 (stereo unspecified)	9.4
21	Clc1ccc(-n2c(SCc3cccc4ccccc34)nnc2-c2ccccc2)cc1	2.4
22	CC(C)(C)c1ccc(CC(=O)N2CCC2(C)C(=O)NCc2cccs2)cc1 (stereo unspecified)	1.6
23	OC[C@@H]1CN(Cc2cccc(C(F)(F)F)c2)C[C@H](n2cnc3c(NCc4ccc(F)cc4)ncnc32)O1	-1.6
24	CCOC(=O)C1(C)CCCN(C(=O)c2ccc(F)cc2Cl)C1 (stereo unspecified)	-1.8
25	Cc1ccc(C)c(C(O)c2ncc(-c3ccccc3Cl)[nH]2)c1 (stereo unspecified)	6.6
26	COc1cccc(CN2CCC2(C)C(=O)Nc2cccc(Oc3ccccc3)c2)c1F (stereo unspecified)	-2.1
27	CN(C)Cc1csc(NC(=O)Nc2ccccc2Oc2ccccc2)n1	23.8
28	Cc1ccc(C(=O)N2CCCC2(C)C(=O)NCC(C)C)cc1F (stereo unspecified)	-2.7
29	CSc1nccc(-c2ccc(S(=O)(=O)Nc3ccc(C(O)(C(F)(F)F)C(F)(F)F)cc3)s2)n1	4.0
30	CCOc1cc(N2CCOCC2)c(OCC)cc1NC(=O)c1cnccn1	64.3*
31	Cc1ccc(S(=O)(=O)N2CCC(=O)N([C@H](COCc3cccc(Cl)c3)C(C)C)CC2)cc1	0.0
32	O=C(CSc1nc2[nH]ncc2c(=O)[nH]1)c1ccc(Cl)cc1	0.6
33	CC1(C(=O)NCc2ccc3c(c2)OCO3)CCN1C(=O)Cc1cccs1 (stereo unspecified)	-1.1
34	COc1ccc(C(=O)CSc2nnc(-c3ccccc3)n2-c2ccc(Cl)cc2)cc1	1.2
35	O=C(Nc1ccc(Oc2ccccc2)cc1)c1csc([C@@H]2C[C@H](O)[C@@H](CO)O2)n1	-1.5
36	Cc1cc(C)nc(N2CCCC(C(=O)Nc3nnc(C(C)C)s3)C2)n1 (stereo unspecified)	-1.0
37	CC(C)c1ccc(NC(=O)Nc2nc(CN)cs2)cc1	2.2
38	CCc1nc2c(OCCC3CCCCC3)cccn2c1N(C)C(=O)CC(C)C	2.7
39	O=C(O)c1c(Cl)cccc1Nc1ccccc1	1.7
40	CCn1cc(C(=O)N2CCc3ccccc3C2)c(=O)c2cc(S(=O)(=O)N3CCCCC3)ccc21	28.6
41	Cc1ccc(O)c(NC(=O)Cc2cccc3ccccc23)c1	-0.8
42	O=C1CC(c2ccccc2)n2nc(NC(=O)c3cccnc3)nc2N1 (stereo unspecified)	-2.8
43	OC(c1ccc(F)c(F)c1)c1nc(-c2cccc(F)c2)cs1 (stereo unspecified)	1.9
44	Cc1ccc(C)c(C(O)c2ncc(-c3ccc(C(F)(F)F)cc3)[nH]2)c1 (stereo unspecified)	-0.8
45	O=C(NCc1ccc(F)cc1)c1cc(C2CCCCN2C(=O)OCCF)on1 (stereo unspecified)	-3.2
46	O=C(NC(c1ccccc1)c1ccc2ccccc2n1)C1CCN(CCOc2ccc(Cl)cc2)CC1 (stereo unspecified)	1.1
47	COCCNC(=O)C1CCCN(C(=O)c2cc(C(C)(C)C)nn2C)CC1 (stereo unspecified)	-1.2
48	Cc1ccc(NC(=S)NNC(=O)CSc2nc3ccccc3c(=O)n2-c2ccc(Cl)cc2)cc1	3.9
49	CCNC(=O)C1(C)CCN(Cc2ccccc2C#N)C1 (stereo unspecified)	-2.7
50	Cc1ccccc1-c1cnc(C(O)c2ccc(F)c(F)c2)[nH]1 (stereo unspecified)	1.3

# Copied from above: nos. 45–50
no.	Molecule	NSD2 inh
45	O=C(NCc1ccc(F)cc1)c1cc(C2CCCCN2C(=O)OCCF)on1 (stereo unspecified)	-3.2
46	O=C(NC(c1ccccc1)c1ccc2ccccc2n1)C1CCN(CCOc2ccc(Cl)cc2)CC1 (stereo unspecified)	1.1
47	COCCNC(=O)C1CCCN(C(=O)c2cc(C(C)(C)C)nn2C)CC1 (stereo unspecified)	-1.2
48	Cc1ccc(NC(=S)NNC(=O)CSc2nc3ccccc3c(=O)n2-c2ccc(Cl)cc2)cc1	3.9
49	CCNC(=O)C1(C)CCN(Cc2ccccc2C#N)C1 (stereo unspecified)	-2.7
50	Cc1ccccc1-c1cnc(C(O)c2ccc(F)c(F)c2)[nH]1 (stereo unspecified)	1.3

# Other structures.
no.	Molecule	NSD2 inh
51	CC1(C(=O)NS(=O)(=O)c2cccc(F)c2)CCN1C(=O)c1ccccc1CCc1ccccc1 (stereo unspecified)	-1.7
52	COc1cccc(Nc2nc(C(N)COCc3ccccc3)cs2)n1 (stereo unspecified)	6.3
53	CN(C)CCNc1ncnc2c1ncn2[C@H]1CN(Cc2ccc(Cl)cc2)C[C@@H](CO)O1	4.0
54	CC(C)(C)CNC(=O)C1(C)CCN1C(=O)c1ccccc1CCc1ccccc1 (stereo unspecified)	-2.7
55	COc1ccc(C(O)c2nc(-c3ccc(OC)c(OC)c3)cs2)cc1 (stereo unspecified)	-0.7
56	CCN(CC)c1ccc(/C=C2/C(=O)N(c3ccc([N+](=O)[O-])cc3)N=C2N2CCOCC2)cc1	2.0
57	O=C(NCc1ccccc1)c1cc(C2COCCN2C(=O)CCc2ccccc2)on1 (stereo unspecified)	-2.5
58	C(/C=C\c1ccco1)=NN1CCN(Cc2cccc3ccccc23)CC1	0.8
59	Cc1cccc(CNC(=O)Nc2nnc([C@@H]3C[C@H](O)[C@@H](CO)O3)s2)c1	-4.7
60	O=C(Nc1ccc(F)cc1)OCc1cn(Cc2ccc(F)cc2)nn1	-0.6
61	CCNC(=O)C1(C)CCCN(C(=O)c2cccnc2Oc2ccccc2)C1 (stereo unspecified)	-0.9
62	CC(=O)c1ccc(OC(=O)c2cc3ccccc3oc2=O)cc1	26.6
63	CCCNC(=O)C1(C)CCCN(C(=O)c2cc(F)ccc2C)C1 (stereo unspecified)	0.0
64	CN(C)c1ccc(-c2csc(C(O)c3cccc(Cl)c3)n2)cc1 (stereo unspecified)	1.8
65	CC1(C(=O)Nc2cccc3cccnc23)CCN1Cc1ccccc1OC(F)F (stereo unspecified)	-2.2
66	CC(C(=O)N1CCCCC1)N(C)CC(=O)Nc1cccc(F)c1 (stereo unspecified)	0.2
67	O=C(Nc1nnc([C@@H]2C[C@H](O)[C@@H](CO)O2)s1)c1cccc(Oc2ccccc2)c1	1.4
68	CC(=O)Nc1ccc(C(=O)N2CCCCC2c2cc(C(=O)Nc3cccc(C#N)c3)no2)cc1 (stereo unspecified)	-3.0
69	CCc1nc2c(OCCn3cccc3)cccn2c1N(C)C(=O)c1ccccc1F	6.6
70	CC(C)NC(=O)C1(C)CCN1C(=O)c1ccccc1Oc1ccccc1 (stereo unspecified)	-1.0
71	N#Cc1cccc(-c2csc(C(O)(c3ccccc3)C(F)(F)F)n2)c1 (stereo unspecified)	-6.7
72	CCOC(=O)c1ccc(NC(=O)Nc2cc(C)cc(C)n2)cc1	-2.5
73	CCOC(=O)c1cccc(-n2c(-c3ccc(OC)cc3)nc3nc4ccccc4nc32)c1	-2.7
74	COc1ccc(NC(=O)c2cc(-c3ccc(F)cc3OC(C)C)n[nH]2)cn1	1.4
75	COc1ccc(NC(=O)c2cc(-c3cc(F)ccc3OC)n[nH]2)c(OC)c1	5.2
76	Cc1ccc(-c2nc(C3CCCN(S(=O)(=O)c4ccccc4)C3)no2)cc1 (stereo unspecified)	2.8
77	CC(NC(=O)/C(C#N)=C/c1ccc(Cl)c([N+](=O)[O-])c1)c1ccccc1 (stereo unspecified)	-2.6
78	Cc1ccc(C)c(NC(=S)NCc2cccn2C)c1	2.2
79	O=C(NCc1ccc(Cl)c(Cl)c1)c1cc(C2CCCCN2C(=O)c2cccs2)on1 (stereo unspecified)	-2.7
80	COc1cc(OC)nc(Nc2nc(C(N)c3ccccc3Cl)cs2)n1 (stereo unspecified)	1.8
81	N#CC(C(=O)OC1CCCCC1)c1nc2ccccc2nc1N1CCCCC1 (stereo unspecified)	-0.6
82	Cc1ccc(S(=O)(=O)NC(=O)C2(C)CCN2C(=O)C2CC2)cc1 (stereo unspecified)	-0.5
83	Cc1ccc(Cc2c(-c3ccc(Cl)cc3)nc3c4ccccc4ccn23)cc1	12.5
84	CSCCNC(=O)C1(C)CCN1C(=O)c1ccc(C(C)(C)C)cc1 (stereo unspecified)	-1.9
85	CC1(Cc2ccccc2Cl)C(=O)Nc2c(Cl)ccc(Cl)c21 (stereo unspecified)	-2.3
86	CC1(C(=O)NS(=O)(=O)c2cccc(Cl)c2)CCN1C(=O)CC1CCCC1 (stereo unspecified)	-2.4
87	NC(=O)c1c(N)[nH]c(C(=O)c2ccccc2)c1-c1ccc(Br)cc1	2.0
88	Cc1ccccc1-c1cc2nc(NCc3cccnc3)n(C)c(=O)c2s1	-0.2
89	CCN(Cc1ccccc1)C(=O)C1CCCN(c2ncccn2)C1 (stereo unspecified)	-6.9
90	O=C(Nc1cccc2ccccc12)c1csc(COCCO)n1	-36.1
91	O=C(Cn1nnc(N2CCCCC2)n1)NN=Cc1ccccc1O	-0.2
92	OC[C@@H]1CN(Cc2ccc(F)cc2)C[C@H](n2cnc3c(Nc4ccccc4)ncnc32)O1	-26.2
93	CCc1nc2ccc(C(=O)Nc3cccc(OCC(=O)N(C)C)c3)cn2c1N(CCC(C)C)CCN(C)C	1.5
94	CC1=C(C(=O)N2CCOCC2)CC(CC(=O)NCCCN(C)C)C(=O)N1CCCN1CCCC1=O (stereo unspecified)	-1.3
95	CCc1nc2c(OCc3ccc(Cl)cc3)cccn2c1N(C)C(=O)c1ccc(C)cc1	2.4
96	Cn1c(=O)c2c(nc(Oc3ccc4c(c3)OCO4)n2Cc2ccc(Br)cc2)n(C)c1=O	-0.9
97	CCOc1ccc(CCNC(=O)COC(=O)c2cc(OC)c(OC)c(OC)c2)cc1OCC	0.6
98	CCc1nc2c(OCCOc3ccccc3)cccn2c1N(C)C(=O)C1CC1	-1.7
99	Cc1nc(SCC(=O)Nc2ccccc2C(F)(F)F)c(C#N)c(C)c1CC(=O)c1ccc(Br)cc1	-3.8
100	CCc1c(-c2cccc(Br)c2)ncn1Cc1cccc(-c2ccccc2)c1	-0.7

# (more compounds)
no.	Molecule	NSD2 inh
101	OC(c1ccccc1)(c1nc(-c2ccc3c(c2)OCO3)cs1)C(F)(F)F (stereo unspecified)	0.6
102	Cc1sc2nc(C(C)Sc3n[nH]c(N)n3)[nH]c(=O)c2c1C (stereo unspecified)	-1.3
103	COc1cc(C#N)c(NC(=S)N2CCOCC2)cc1OC	-1.9
104	COc1ccc(C2C(C(=O)N3CCCCC3C)CC(=O)N2c2ccc(OC)cc2)cc1 (stereo unspecified)	7.6
105	COc1cc(S(=O)(=O)Nc2cccc(C)c2)ccc1N=Cc1c(C)[nH]n(-c2ccccc2)c1=O	-0.7
106	CCCCN1C(=O)C(=O)NC[C@@H]1Cc1ccc(O)cc1	-0.8
107	Cc1cc(C)c2cc(C#N)c(NCCNC(=O)c3cccnc3)nc2c1	34.5
108	COc1ccc(CNC(=O)Nc2nc(C(N)c3ccccc3)cs2)cc1 (stereo unspecified)	-2.2
109	Cn1c(Oc2cccnc2CN2CCCC2)nc2cc(-c3cccc(C(F)(F)F)c3)sc2c1=O	0.4
110	CCc1nc2c(OCc3ccccc3OC)cccn2c1N(C)C(=O)C(C)C	-1.1
111	Nc1ncnc2c1ncn2[C@@H]1O[C@H](C(=O)N[C@@H](CCc2ccccc2)C(=O)N2CCN(C(=O)N3CCCCC3)CC2)[C@@H](O)[C@H]1O	-1.2
112	CC(O)(c1ccccc1)c1nc(-c2ccc(Cl)cc2)cs1 (stereo unspecified)	-2.7
113	O=C(OCC(=O)c1ccc[nH]1)c1ccc(S(=O)(=O)N2CCCCC2)cc1	-2.9
114	Oc1ccccc1C=NN1CCN(Cc2ccccc2)CC1	1.0
115	COc1ccc(S(=O)(=O)NC(=O)C2(C)CCN2C(=O)Cc2cc(C)cc(C)c2)cc1 (stereo unspecified)	-1.3

# Retrieved one by one from the entries so far (3):
no.	Molecule	NSD2 inh
19	Cc1nc(C(F)(F)F)ccc1C(=O)N1CCC1(C)C(=O)NS(=O)(=O)c1ccc(Cl)cc1 (stereo unspecified)	-2.0
9	CC1(C(=O)NS(=O)(=O)c2ccccc2Cl)CCN1C(=O)COc1ccc(Cl)cc1 (stereo unspecified)	-0.3
32	O=C(CSc1nc2[nH]ncc2c(=O)[nH]1)c1ccc(Cl)cc1	0.6

# Source: PubChem (Broad Institute)
